Compound activity from PubChem BioAssay.
NALP1 yeast inh = inhibitors of NALP1 inflammasome in yeast; S. cerevisiae NALP1/ASC/caspase-1 growth, X-gal OD620, 72 h; inhibition, % at 10 µM; hit rate 0.61% among 280,000; AID 2071; in the data active = inhibition mostly above about 24%, no sharp cut-off; inactive = mostly below about 32%; also: some compounds called inactive have numbers as strong as hits
MEKK3 PB1 HTS = modulators (inhibitors or enhancers) of MEK5 binding to human MEKK3 PB1 domain; Q99759; bead-based flow cytometry, Alexa488-MEK5 binding to MEKK3; actives lie on both sides; 0 = blocked by unlabeled MEK5, 100 = vehicle; binding response (% of control), % at 10 µM; hit rate 1.4% among 290,000; AID 1529;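 active = binding response more than 3 SD above or below the average of its plate-row segment, actives on both sides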;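 also: Alexa488 bead fluorescence after subtracting the streptavidin-only scavenger bead signal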
OXTR ag = agonists of human oxytocin receptor; P30559; CHO-OTR cells, Fluo-8 calcium fluorescence; normalized: DMSO 0%, oxytocin 100%; activation, % at 3 µM; hit rate 0.32% among 320,000; AID 2435;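 active = activation above the mean of all tested compounds plus 3 SD, cutoff set per screening run, cut at about 20% in these data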;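 also: peak over basal fluorescence ratio from a 100 s FLIPR kinetic read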
Target sequence (P30559 whole entry, looked up): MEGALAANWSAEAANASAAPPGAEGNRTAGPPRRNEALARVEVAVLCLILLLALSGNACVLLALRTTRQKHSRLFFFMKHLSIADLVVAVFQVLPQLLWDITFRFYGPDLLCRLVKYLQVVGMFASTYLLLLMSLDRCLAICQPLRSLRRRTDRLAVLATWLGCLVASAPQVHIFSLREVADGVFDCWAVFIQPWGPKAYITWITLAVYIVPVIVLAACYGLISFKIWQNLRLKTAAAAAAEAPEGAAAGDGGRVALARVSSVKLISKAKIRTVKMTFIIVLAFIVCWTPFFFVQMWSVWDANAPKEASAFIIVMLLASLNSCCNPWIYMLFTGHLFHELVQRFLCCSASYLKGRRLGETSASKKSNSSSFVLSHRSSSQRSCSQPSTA
PHOSPHO1 inh = PHOSPHO1 (human) inhibition | Q8TCT1 | recombinant PHOSPHO1, absorbance phosphatase assay | inhibition, % at 13.3 µM | hit rate 1.1% among 290,000 | AID 1565; in the data active = inhibition above about 60%
Target sequence (Q8TCT1 whole entry, looked up): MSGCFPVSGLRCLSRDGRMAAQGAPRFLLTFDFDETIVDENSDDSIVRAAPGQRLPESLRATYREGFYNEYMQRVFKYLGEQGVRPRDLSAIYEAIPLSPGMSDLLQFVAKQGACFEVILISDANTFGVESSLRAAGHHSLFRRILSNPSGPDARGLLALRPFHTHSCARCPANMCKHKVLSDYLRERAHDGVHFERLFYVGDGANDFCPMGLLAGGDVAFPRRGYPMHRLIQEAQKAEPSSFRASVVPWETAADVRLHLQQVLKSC
MEKK2 mut-MEK5 = signal of MEK5 binding to mutant human MEKK2 PB1 domain; bead flow cytometry, Alexa488-MEK5 binding to MEKK2 mutant; percent response, % at 10 µM; hit rate 0.35% among 290,000; AID 1530; in the data active = percent response above about 24%, passing the limit was not always enough; also: inactives centre near 1; some results filed as inactive read as strong as hits; reference of the scale not given here
M18AAP inhibitor = PfM18AAP enzyme inhibition; recombinant PfM18AAP, H-Glu-NHMec fluorogenic cleavage; inhibition, % at 7.35 µM; hit rate 1.2% among 290,000;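 active = inhibition above the campaign mean inhibition over all tested compounds plus 3 SD, cut at about 28% in these data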;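 also: 0% = plate median of test compound wells and 100% = 2 mM ZnCl2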
GPR7 antagonist = antagonists of human GPR7 (neuropeptides B/W receptor 1); GPR7-expressing cells, fluorescence antagonist assay; hit rate 1.1% among 290,000; P48145; inhibition, % at 4.4 µM; in the data active = inhibition above about 16%, passing the limit was not always enough;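 also: cells stimulated with the agonist NPW; 0% = agonist with vehicle and 100% = vehicle without agonist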
Target sequence (P48145 whole entry, looked up): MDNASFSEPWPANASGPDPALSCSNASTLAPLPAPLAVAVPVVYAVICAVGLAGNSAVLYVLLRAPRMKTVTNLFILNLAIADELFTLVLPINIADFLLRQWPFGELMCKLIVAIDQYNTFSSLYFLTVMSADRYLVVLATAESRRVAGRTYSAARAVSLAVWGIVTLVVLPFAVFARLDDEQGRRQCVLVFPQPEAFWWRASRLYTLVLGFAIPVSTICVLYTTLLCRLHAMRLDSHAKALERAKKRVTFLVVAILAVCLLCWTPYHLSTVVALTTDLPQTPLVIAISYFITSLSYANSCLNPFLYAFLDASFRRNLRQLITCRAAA
MEKK2wt PB1 HTS = raises or lowers MEK5 binding to wildtype human MEKK2 PB1 domain. AID 1531. bead flow cytometry, Alexa488-MEK5 binding to MEKK2 WT; actives lie on both sides. Q9Y2U5. hit rate 1.1% among 290,000. binding response (% of control), % at 10 µM; in the data active = binding response below about 67% or above about 130%
DNA FID counter = displaces DNA intercalator in HCV helicase counter-screen; DNA fluorescent intercalator displacement, fluorescence; inhibition, % at 7.9 µM; hit rate 0.17% among 290,000; AID 1845; in the data active = inhibition above about 37%;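 also: 0% = vehicle and 100% = reference compound; higher means more ethidium bromide displaced from hairpin DNA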
Numbers without * were called inactive; . = not tested or not shown.

SMILES	NALP1 yeast inh	MEKK3 PB1 HTS	OXTR ag	PHOSPHO1 inh	MEKK2 mut-MEK5	M18AAP inhibitor	GPR7 antagonist	MEKK2wt PB1 HTS	DNA FID counter
CCN1CCN(C(=O)c2ccc3c(c2)N(Cc2ccccc2F)C(=O)c2ccccc2S3(=O)=O)CC1	6.2	97.0	1.1	14.0	0.0	-0.5	-8.8	96.0	2.5
CCCCC1=CC2=CC(=O)C(C)(O)C(=O)C2=CO1 (stereo unspecified)	.	96.0	0.4	.	-1.0	.	.	92.0	.
COc1ccc(/C=N/NC(=O)c2cc(C34CC5CC(CC(C5)C3)C4)[nH]n2)cc1OC	25.3	93.0	-0.7	-6.6	2.0	1.8	-0.6	101.0	-9.9
CCCN(Cc1cc2ccccc2[nH]c1=O)C(=O)c1cccc([N+](=O)[O-])c1	17.7	121.0	-0.7	3.8	17.0	0.8	-10.1	114.0	-7.4
Cc1ccc(-n2[nH]c(C)c(/C=N/Nc3ccc([N+](=O)[O-])cc3[N+](=O)[O-])c2=O)cc1C	7.6	99.0	1.1	-28.0	10.0	-1.0	-9.4	114.0	0.5
Cc1ccc2nc(N3CCN(CCO)CC3)nc(-c3ccccc3)c2c1	18.0	106.0	5.9	4.7	10.0	-6.6	-17.3	123.0	-6.1
Cc1ccc(N/C=C(/C#N)c2ccsc2)cc1	19.3	102.0	-2.6	-12.2	0.0	-1.2	-9.8	101.0	-4.6
Cc1ccc(CCNC(=O)CS(=O)Cc2nc(-c3cccc(C)c3)oc2C)cc1 (stereo unspecified)	-32.7	104.0	-1.3	31.2	8.0	11.3	-5.4	106.0	-36.8
Cc1ccc(CSCC(Nc2ccc(C(=O)O)cc2[N+](=O)[O-])C(=O)O)cc1 (stereo unspecified)	13.3	106.0	-0.7	5.9	5.0	3.0	0.5	106.0	-3.0
Cn1cnnc1SCC(=O)Nc1sc2c(c1C#N)CCCCC2	1.4	100.0	9.5	-8.0	2.0	7.3	12.1	100.0	-1.6
CCCC/C(C)=N/NC(=O)Nc1ccccc1	1.8	104.0	-1.5	36.3	5.0	4.3	6.5	103.0	0.3
Cc1nc(CS(=O)c2ccccc2)cc(N2CCOCC2)n1 (stereo unspecified)	5.4	104.0	0.4	-9.7	5.0	-1.5	7.9	107.0	-0.1
COc1ccc(NC(=O)/C=C/c2ccc(C)o2)cc1S(=O)(=O)N1CCOCC1	24.7	105.0	1.3	-0.9	-1.0	-28.2	-13.6	106.0	-14.0
CCc1ccccc1NC(=S)N(Cc1ccc(OC)cc1)CC1CCC(C(=O)O)CC1 (stereo unspecified)	8.0	105.0	-1.0	-30.9	5.0	0.8	-18.6	102.0	-13.0
C=CCN1C(=O)CS/C1=N\N=C\c1cccc([N+](=O)[O-])c1	-8.7	98.0	-1.1	-7.7	-10.0	-8.5	-12.3	92.0	-2.3
CCCn1c(SCC(=O)NC23CC4CC(CC(C4)C2)C3)n[nH]c1=O	-7.8	102.0	0.7	39.3	13.0	0.8	-11.0	105.0	-13.3
CC1CCc2c(sc3nc(CSc4n[nH]c(N)n4)[nH]c(=O)c23)C1 (stereo unspecified)	6.8	100.0	-1.5	-8.6	-2.0	8.9	-18.6	100.0	-1.4
O=C(Nc1nc(-c2ccccc2)cs1)c1ccccc1NS(=O)(=O)c1ccc(F)cc1	30.3	90.0	16.6	-2.2	-5.0	-8.7	23.9*	88.0	-15.4
O=C(CSc1nccc(-c2ccc(Br)cc2)n1)NCCc1ccccc1	43.8	100.0	-1.6	-25.8	-1.0	-1.8	-9.5	104.0	-8.8
COc1ccccc1C(=O)NC(=S)Nc1ccc(NC(=O)c2cccs2)cc1	15.3	126.0	-0.1	-13.8	1.0	-6.7	-4.2	112.0	2.9
O=[N+]([O-])c1ccccc1/C=C/CN1CCCCC1	30.1	102.0	1.0	-0.9	7.0	4.0	-7.0	101.0	-0.3
Cc1cccc(/C=C2/C(=O)/C(=C/c3ccccc3C)C3CCC2N3C)c1 (stereo unspecified)	18.5	100.0	0.8	39.3	5.0	4.9	-2.0	104.0	1.1
CCOC(=O)c1sc2nccc(N(C)C)c2c1N=CNOCc1ccccc1	0.2	98.0	-2.3	22.6	-5.0	-6.2	-11.3	100.0	-21.7
CC1CN(C(=O)c2cccc(COc3ccccc3Cl)c2)CC(C)O1 (stereo unspecified)	6.1	99.0	-1.1	24.7	1.0	-6.9	-8.4	103.0	-26.5
O=C(NN1CCOCC1)c1cccc2ccccc12	30.8	101.0	0.3	-1.8	12.0	-10.7	-8.3	111.0	-2.7

Later entries.
SMILES	NALP1 yeast inh	MEKK3 PB1 HTS	OXTR ag	PHOSPHO1 inh	MEKK2 mut-MEK5	M18AAP inhibitor	GPR7 antagonist	MEKK2wt PB1 HTS	DNA FID counter
Cn1c(C(=O)N2CCC(C(N)=O)CC2)cc2c(=O)n(C)c3ccccc3c21	-12.1	100.0	0.2	-13.3	4.0	-7.3	4.6	102.0	-6.7
CCOc1ccc(/C=N/Nc2ccccc2)cc1	11.0	107.0	-0.4	28.6	8.0	2.3	3.3	104.0	-10.7
c1ccc(-c2n[nH]c(-c3ccccn3)n2)cc1	6.2	98.0	-0.8	3.4	2.0	16.9	-4.4	100.0	-1.4
COCCNC(=O)c1sc2nc(-c3ccccc3)cn2c1C	7.8	.	0.4	27.6	.	-11.2	-13.2	.	-8.9
CC(=O)N1CCN(c2ccccc2NC(=O)Cc2ccc(Cl)cc2)CC1	4.8	82.0	-0.1	-3.0	-10.0	-8.6	8.7	78.0	-18.0
N#CC1=C(N)S[C@H](C(=O)C23CC4CC(CC(C4)C2)C3)[C@H]1c1ccncc1	3.2	104.0	1.4	-3.2	2.0	9.3	-15.3	103.0	-10.3
Cc1cccc(NC(=S)N/N=C(\c2ccccc2)C(C)C)c1	-1.5	95.0	-1.6	-11.1	-2.0	25.0	5.6	101.0	-3.2
COc1cc(OC)cc(C(=O)N2CCN(C(=O)Cc3ccccc3)CC2)c1	2.4	99.0	0.7	24.0	3.0	-1.9	-3.2	66.0	1.0
COC(=O)CSCc1nc2ccccc2[nH]c1=O	17.5	109.0	0.8	-18.5	-4.0	7.7	-11.7	95.0	-4.6
COc1ccc(-n2c(C)nc(=O)c(-c3ccccc3)c2C)cc1	3.4	101.0	-0.2	4.2	8.0	4.2	-12.3	103.0	-8.3
COc1ccc(CCN(C)C(=S)Nc2ccc(SC(F)F)cc2)cc1OC	10.9	101.0	6.5	-8.7	-2.0	-1.0	39.4*	99.0	-14.7
COCCN(CC(=O)NCC1CCCO1)C(=O)CCC(=O)Nc1cc(C)ccn1 (stereo unspecified)	16.4	99.0	2.8	2.9	2.0	-6.2	-5.2	106.0	-3.5
Cn1ncnc1SCc1cn2cccnc2n1	4.2	95.0	0.6	31.7	-9.0	11.2	-10.0	86.0	-0.8
CCOC(=O)C1=C(C)N(c2ccc(C)c(C)c2)C(=O)/C1=C\c1ccco1	2.7	58.0	-0.4	4.9	-7.0	3.9	-10.8	74.0	-1.8
COc1ccc2c(c1)c(C(=O)O)c(C)n2-c1ccc(Cl)cc1	-11.1	103.0	-0.2	-10.9	4.0	0.7	6.9	102.0	-23.1
CC(=O)c1c(C)[nH]c(C(=O)Nc2cc(C)ccc2C)c1C	13.2	103.0	1.4	8.6	1.0	4.3	-3.1	100.0	1.7
Nc1c(Cl)nc(-c2ccccc2)nc1Cl	3.3	103.0	-0.4	5.6	-1.0	5.2	-7.1	107.0	-0.4
CCOC(=O)c1cc(S(=O)(=O)Nc2ccc(F)cc2F)cn1C	31.2	99.0	-0.1	58.3	-2.0	-0.7	-7.9	100.0	-27.5
C=CCn1c(CNC(=O)c2ccco2)nnc1SCC(=O)N1c2ccccc2Sc2ccccc21	0.6	99.0	-0.2	9.1	10.0	-1.9	0.7	113.0	-36.2
CCNc1nc(NC(C)C)nc(N(C#N)C(C)C(=O)N(CC)CC)n1 (stereo unspecified)	15.1	63.0	-1.8	37.1	-17.0	-19.9	-10.1	78.0	-22.5
CC1CCCN(c2ccc(C(=O)OCn3nnc4ccccc4c3=O)cc2[N+](=O)[O-])C1 (stereo unspecified)	25.5	104.0	-0.2	-13.5	-5.0	-10.9	-11.7	96.0	-8.4
CCOc1ccc(C2=CSC3=NCCN23)cc1[N+](=O)[O-]	6.6	109.0	-0.1	6.5	10.0	17.3	-3.9	109.0	-5.9
Cn1c(CNC(=O)c2ccccc2F)nnc1SCc1nc2ccccc2c(=O)[nH]1	4.7	101.0	-0.2	41.1	-3.0	1.5	1.6	98.0	-3.2
O=C(NCCc1ccc(F)cc1)N1CCOCC1	6.9	101.0	-0.3	7.3	-1.0	1.8	-7.2	96.0	-1.4
COc1ccc(C2NC3=C(CCCC3)C(C#N)(C#N)C2(C#N)C#N)cc1 (stereo unspecified)	-8.6	108.0	3.9	-2.9	5.0	18.4	-4.1	101.0	-9.0

(next part)
SMILES	NALP1 yeast inh	MEKK3 PB1 HTS	OXTR ag	PHOSPHO1 inh	MEKK2 mut-MEK5	M18AAP inhibitor	GPR7 antagonist	MEKK2wt PB1 HTS	DNA FID counter
O=C(O)CCc1nnc(SCC(=O)Nc2ccc(Br)cc2)[nH]c1=O	5.4	101.0	-1.0	21.4	-2.0	-2.6	5.8	98.0	11.8
COc1ccc(Nc2nnc(SCC(=O)/C=C3/N(C)c4ccccc4C3(C)C)s2)cc1	18.7	102.0	-1.8	-34.4	-1.0	-3.5	7.4	102.0	-8.7
Cc1cc(N2CCN(C)CC2)nc2ccc(NC(=S)NCc3cccs3)cc12	-4.9	110.0	3.2	16.3	21.0	2.4	-4.1	141.0*	14.0
COc1ccc2nc(N(CCN(C)C)C(=O)c3ccc4ccccc4c3)sc2c1	7.8	101.0	-1.0	38.2	8.0	-0.1	13.9	132.0	6.6
Cc1cc(C)nc(SCC(=O)c2cc3ccccc3oc2=O)n1	-5.8	95.0	-0.7	2.1	1.0	40.1*	-5.0	105.0	-21.8
CCC(=O)Nc1ccc2c(c1)nc1n2CCN(CCOC)C1	2.2	104.0	0.6	33.7	8.0	15.7	-3.8	108.0	-3.7
COc1cccc2cc(-c3nc(-c4cccs4)cs3)c(=O)oc12	-2.6	98.0	-1.0	47.3	-10.0	0.7	3.5	71.0	0.0
CCOC(=O)c1c(NC(=O)COC(=O)c2cc(OC)c(OC)cc2[N+](=O)[O-])sc(C)c1CC	11.1	115.0	-0.7	-4.4	-1.0	-3.6	-3.0	102.0	-6.5
COc1ccc(-c2[nH]n(-c3ccc([N+](=O)[O-])cc3)c(=O)c2C=NCc2ccccc2)cc1	26.0	101.0	0.3	0.6	0.0	3.1	-8.8	99.0	1.8
COc1cc2c(=O)n(Cc3ccccc3)c(=O)n(CC(=O)C(C)(C)C)c2cc1OC	4.5	99.0	-0.3	3.7	3.0	1.8	4.7	99.0	-3.4
CSc1nnc(N(CCC#N)CCC#N)s1	-17.5	102.0	0.7	-4.1	2.0	-5.6	-7.2	105.0	3.8
Cc1ccc(CNC(=O)C2CCC(=O)N(CCc3ccccc3)C2)s1 (stereo unspecified)	15.4	101.0	0.4	17.1	1.0	-8.4	-12.7	99.0	-25.1
CC1CCc2sc(NC(=S)NC(=O)c3ccccc3)c(C#N)c2C1 (stereo unspecified)	13.0	95.0	1.0	-14.1	-1.0	6.9	-13.4	94.0	-1.9

Reprinted at random: four compounds from above.
SMILES	NALP1 yeast inh	MEKK3 PB1 HTS	OXTR ag	PHOSPHO1 inh	MEKK2 mut-MEK5	M18AAP inhibitor	GPR7 antagonist	MEKK2wt PB1 HTS	DNA FID counter
COc1cccc2cc(-c3nc(-c4cccs4)cs3)c(=O)oc12	-2.6	98.0	-1.0	47.3	-10.0	0.7	3.5	71.0	0.0
Cc1ccc(CNC(=O)C2CCC(=O)N(CCc3ccccc3)C2)s1 (stereo unspecified)	15.4	101.0	0.4	17.1	1.0	-8.4	-12.7	99.0	-25.1
COc1ccc2nc(N(CCN(C)C)C(=O)c3ccc4ccccc4c3)sc2c1	7.8	101.0	-1.0	38.2	8.0	-0.1	13.9	132.0	6.6
COc1cc2c(=O)n(Cc3ccccc3)c(=O)n(CC(=O)C(C)(C)C)c2cc1OC	4.5	99.0	-0.3	3.7	3.0	1.8	4.7	99.0	-3.4
